Assay outcomes as filed in PubChem.
HTR5A ag ctr: counter-screen for OPRM1-OPRD1 agonists: human HTR5A agonism; activation, % at 9.3 µM; HTR5A agonist assay, luminescence, cell-based; 340,000 compounds, 0.61% hits; P47898; AID 504692; in the data active = activation mostly above about 9.5%, no sharp cut-off; inactive = mostly below about 7.6%;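 note: 0% = cells with vehicle only and 100% = reference agonist; strong numbers were not always called active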
CDK5 p35 inh: blocks human CDK5/p35 kinase activity | inhibition, % at 10 µM | AID 488839 | Recombinant CDK5/p35, ADP-Glo luminescence, 60 min | 330,000 compounds, 0.01% hits | Q00535+Q15078;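 active = highest replicate inhibition of at least 50% and at least 75% of replicates reaching 50%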;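 note: plate controls were DMSO neutral control for no effect and GW8510 at 10 µM for full effect; many of its hits are not listed in these tables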
Rtt109 HAT inh: blocks Candida albicans Rtt109/Vps75 acetyltransferase activity; 330,000 compounds, 0.16% hits; Q5AAJ8; inhibition, % at 34.9 µM; purified Rtt109/Vps75, ThioGlo CoA-SH fluorescence, 4 h;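 active = inhibition of at least 50% in every replicate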
Target sequence (Q5AAJ8 whole entry, looked up): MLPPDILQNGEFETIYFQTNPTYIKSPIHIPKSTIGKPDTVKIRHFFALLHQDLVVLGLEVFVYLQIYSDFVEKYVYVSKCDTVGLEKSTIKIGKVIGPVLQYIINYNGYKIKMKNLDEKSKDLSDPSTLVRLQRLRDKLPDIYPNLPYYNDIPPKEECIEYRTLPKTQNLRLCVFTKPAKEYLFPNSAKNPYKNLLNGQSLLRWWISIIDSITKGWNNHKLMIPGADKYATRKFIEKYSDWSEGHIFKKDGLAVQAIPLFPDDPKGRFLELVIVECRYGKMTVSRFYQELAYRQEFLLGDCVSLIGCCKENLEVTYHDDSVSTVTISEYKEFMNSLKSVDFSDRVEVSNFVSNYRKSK
MITF act: MITF TRPM1 promoter activation in melanoma cells. SK-MEL-5 TRPM1-promoter luciferase, 24 h; % of positive control, neutral wells = 0. activation, % at 12.5 µM. 300,000 compounds, 0.75% hits. AID 588334;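 active = mean activation of at least 80% with every replicate also reaching 80%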;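 note: 0% = neutral control wells and 100% = parthenolide positive control wells; values of inactives mirror those of a sister screen read the other way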
RTF Ca sens act: increases calcium sensitivity of human cardiac regulated thin filaments; P19429+P45379; IANBD-labeled TnC RTF fluorescence at EC20 calcium; 0% EC20 calcium, 100% full calcium; activation, % at 7.2 µM; 340,000 compounds, 0.24% hits;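 active = activation above the mean over all tested compounds plus 3 SD, cut at about 30% in these data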;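 note: rise in fluorescence read as greater calcium sensitivity of cardiac thin filaments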
dFosB act: mouse delta FosB homodimer activation; activation, % at 25 µM; 340,000 compounds, 0.99% hits; AID 493131; purified delta FosB, TAMRA-CDK5 oligo fluorescence polarization; percent of positive-control signal above neutral wells;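 active = mean activation above about 17%, with every replicate also reaching it, limit read from the data, passing the limit was not always enough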;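 note: fluorescence polarization rise as delta FosB binds a TAMRA Cdk5 AP-1 oligo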
SR-BI DiI inh: blocks mouse SR-BI lipid uptake from DiI-HDL; 320,000 compounds, 0.96% hits; inhibition, % at 12.5 µM; ldlA[mSR-BI] CHO cells, DiI-HDL uptake fluorescence, 3 h;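 active = mean replicate inhibition of at least 70% and a set share of replicates each scoring 70 or more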;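 note: 0% = median of neutral control wells and 100% = median of positive control wells; values of inactives mirror those of a sister screen read the other way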
Target sequence (Q61009 whole entry, looked up): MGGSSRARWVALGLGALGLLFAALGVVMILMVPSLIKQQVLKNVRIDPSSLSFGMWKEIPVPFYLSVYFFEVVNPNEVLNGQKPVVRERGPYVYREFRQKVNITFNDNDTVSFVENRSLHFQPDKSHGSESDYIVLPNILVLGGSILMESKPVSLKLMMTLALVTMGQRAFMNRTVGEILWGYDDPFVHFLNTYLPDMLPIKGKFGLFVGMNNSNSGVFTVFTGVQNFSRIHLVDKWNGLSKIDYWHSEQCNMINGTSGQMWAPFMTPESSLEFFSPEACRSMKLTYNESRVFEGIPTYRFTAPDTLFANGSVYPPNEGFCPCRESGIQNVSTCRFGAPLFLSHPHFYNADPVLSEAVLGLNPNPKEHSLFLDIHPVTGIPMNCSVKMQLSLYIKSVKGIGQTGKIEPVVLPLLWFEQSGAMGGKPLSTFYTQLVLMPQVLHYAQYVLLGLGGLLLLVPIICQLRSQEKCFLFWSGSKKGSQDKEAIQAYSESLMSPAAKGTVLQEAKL
PvdQ inh: P. aeruginosa PvdQ acylase inhibition; purified PvdQ acylase, fluorescence plate reader; inhibition, % at 10 µM; 340,000 compounds, 0.063% hits; in the data active = inhibition above about 30%, passing the limit was not always enough;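 note: 0% = vehicle neutral wells and 100% = reference inhibitor wells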
Wnt act: Wnt/beta-catenin pathway activation. 300,000 compounds, 1.2% hits. Wnt/beta-catenin reporter cell assay, activator, plate reader. activation, % at 9.35 µM; in the data active = activation above about 30%, passing the limit was not always enough;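 note: 0% = neutral control wells and 100% = positive control wells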
SR-BI uptake up: activators of SR-BI mediated HDL lipid uptake | 320,000 compounds, 0.096% hits | CHO ldlA[mSR-BI] cells, DiI-HDL uptake fluorescence, 3 h; 100 = double the neutral-control signal | activation, % at 12.5 µM;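 active = mean replicate activation of at least 60% and every replicate at or above 60%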;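 note: 0% = median plate neutral-control signal and 100% = twice that signal; values of inactives mirror those of a sister screen read the other way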
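material = CHO ldlA[mSR-BI] cells | medium = Ham's F12 with 0.5% BSA, HEPES 25 mM, pH 7.4 | reagent = fluorescent DiI-HDL, 10 µg/mL final | compound dosing = single-point compound dose | incubation = 3 h, 37 °C | measured by = bottom-read fluorescence, 550/595 nm | measure = HDL uptake via cellular fluorescence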
Numbers without * were called inactive; . = no result given.

SMILES	HTR5A ag ctr	CDK5 p35 inh	Rtt109 HAT inh	MITF act	RTF Ca sens act	dFosB act	SR-BI DiI inh	PvdQ inh	Wnt act	SR-BI uptake up
O=C(Nc1nn[nH]n1)c1cccc([N+](=O)[O-])c1	-1	0.7	1	-3	3	-8	-9	-12	-1	9
Cc1cc(NC(=O)c2noc3c2CCCCC3)no1	5	-0.2	4	70	3	-1	-17	-14	7	17
C/C(=N/NC(=O)c1sc(NS(=O)(=O)c2ccc(C)cc2)nc1C)c1sc(N)nc1C	1	-0.6	13	-3	3	5	-2	2	-2	2
CC(C)c1ccc(-c2csc(NC(=O)c3cccs3)c2C(=O)O)cc1	3	-1.3	16	6	4	-8	-19	-6	12	19
O=C(Nc1cccnc1)C1CC(c2ccc(Cl)c(Cl)c2)=NO1 (stereo not drawn)	-7	9.7	9	-3	9	4	-1	4	.	1
O=C1NC[C@H](c2ccccc2)N(CC2CCCCC2)C1=O	9	-0.2	-3	4	3	1	-13	-12	-2	13
COc1ccc(CCNC(=O)c2ccccc2NC(=O)CN2CCN(c3ccccc3O)CC2)cc1	3	1.9	4	1	-10	-6	34	-19	-1	-34
Cc1cccc(N2CCN(C(=O)C3CCN(S(=O)(=O)c4cccc5cccnc45)CC3)CC2C)c1 (stereo not drawn)	0	-1.3	-11	-4	3	-7	47	-12	-9	-47
CCc1cc(C(=O)N2CCN(C(=O)c3ccccc3)CC2)sc1C	-3	0.7	1	1	7	-2	12	-3	0	-12
COc1ccc(C(=O)N2CCN(c3ccc(N4CCOCC4)nn3)CC2)cc1OC	-3	0.6	-4	1	-5	2	-12	-11	0	12
CCOC(=O)c1cnc(SCC(=O)Nc2ccccc2C(=O)OC)nc1N	8	-3.5	2	0	-4	-12	-3	-14	.	3
O=C(C1CC1)N1CCN(c2ccc(F)cc2)CC1	2	-0.5	-10	.	-3	-1	-7	-2	3	7
O=C(c1ccc(Cl)cc1)c1oc2ccccc2c1CS(=O)(=O)c1ccccc1	1	-2.8	-4	-11	1	-16	38	-13	-2	-38
Cc1ccc(Sc2cc(C(=O)NCCN(C)C)c3ccccc3n2)cc1	0	0.2	-4	23	-3	-15	.	-6	-2	.
Cc1ccc(NC(=O)CCC(=O)N/N=C/c2cccnc2)cc1	-2	0.4	0	-5	-2	-2	.	-8	-2	.
O=C(Nc1ccc(O)cc1)c1cc(S(=O)(=O)N2CCCC2)ccc1Cl	8	0.9	-4	4	-1	5	10	-8	-4	-10
COCCNCc1ccccc1	-4	4.2	-14	-2	3	-3	-14	-17	0	14
COc1c(F)cccc1C1=CC(=O)C[C@H](c2ccc3c(c2)OCO3)C1	2	0.4	4	-17	4	8	3	-10	4	-3
NS(=O)(=O)c1ccc(CCNC(=O)c2ccc([N+](=O)[O-])s2)cc1	-6	1.4	-11	-57	-7	2	2	-4	-1	-2
COc1cc(NC(=O)c2ncn[nH]2)cc(OC)c1OC	-1	0.7	13	-3	-2	5	24	-2	-3	-24
COc1cc2c(cc1OC)CN(C(=O)c1sccc1C)CC2	-2	-0.4	3	.	13	0	5	-13	-2	-5
Cc1ccc(S(=O)(=O)N2CCN(Cc3ccccn3)CC2)cc1	2	-0.7	-2	-7	11	-10	-5	-14	-2	5
COCCN=C1N[C@@H](c2cccc(C(F)(F)F)c2)C(C(=O)OC)=C(C)N1Cc1ccccc1	6	-0.5	15	-1	-9	7	-2	3	-1	2
COc1ccc(S(=O)(=O)N2CCN(C(=S)Nc3ccc(S(N)(=O)=O)cc3)CC2)cc1	0	0.7	-13	-4	5	-7	3	-4	2	-3
COc1cccc(CNC(=O)C(=O)NCCc2ccc(OC)c(OC)c2)c1	-2	-5.1	3	-6	-6	-14	1	-20	-3	-1

At a glance, part of the list above.
SMILES	HTR5A ag ctr	CDK5 p35 inh	Rtt109 HAT inh	MITF act	RTF Ca sens act	dFosB act	SR-BI DiI inh	PvdQ inh	Wnt act	SR-BI uptake up
O=C(Nc1nn[nH]n1)c1cccc([N+](=O)[O-])c1	-1	0.7	1	-3	3	-8	-9	-12	-1	9
Cc1cc(NC(=O)c2noc3c2CCCCC3)no1	5	-0.2	4	70	3	-1	-17	-14	7	17
C/C(=N/NC(=O)c1sc(NS(=O)(=O)c2ccc(C)cc2)nc1C)c1sc(N)nc1C	1	-0.6	13	-3	3	5	-2	2	-2	2

Remaining list, next part:
SMILES	HTR5A ag ctr	CDK5 p35 inh	Rtt109 HAT inh	MITF act	RTF Ca sens act	dFosB act	SR-BI DiI inh	PvdQ inh	Wnt act	SR-BI uptake up
O=C(NCCN1CCCC1)c1ccc(Cn2c(=S)[nH]c3cc4c(cc3c2=O)OCO4)cc1	3	0.8	-6	.	3	25*	-4	-10	.	4
CCc1ccc2c(c1)c1nnc(NN)nc1n2C	-4	2.0	11	.	2	-10	29	24	2	-29
CCOc1ccccc1NC(=O)CSc1nc2ccccc2c(=O)n1CC1CCCO1 (stereo not drawn)	-3	-2.3	3	-9	-5	-9	.	-11	-3	.
CCOc1ccc(NS(=O)(=O)c2cc(C(=O)N(CC)CC(=O)NCc3cccs3)ccc2C)cc1	-3	1.3	0	-1	-5	-6	18	-11	0	-18
COCCn1c(SCC(=O)c2ccccc2)nc2c(c1=O)SC(C)C2 (stereo not drawn)	10	0.3	-3	0	-7	-1	0	-6	-7	0
Cc1ccc2c(c1)C(=O)C(=O)N2CCOc1ccccc1	-2	0.7	4	7	0	-7	-6	-1	-7	6
CC1CCN(S(=O)(=O)c2ccc3c(c2)C(=NO)c2cc(S(=O)(=O)N4CCC(C)CC4)ccc2-3)CC1	8	0.0	2	-99	1	-10	-7	-16	.	7
C=CCN(C(=O)c1ccc(Cl)cc1)c1ccccc1C(=O)NCC(=O)O	0	1.5	3	.	-7	1	-8	-6	1	8
COc1ccc(-c2nc(=S)n3ccsc3n2)cc1OC	3	-1.1	-19	8	5	-6	-47	-14	3	47
CC(=O)Nc1ccc(S(=O)(=O)NC2(C(F)(F)F)N=C(c3ccccc3)NC2=O)cc1 (stereo not drawn)	1	-0.1	-4	1	2	5	-15	9	-2	15
O=C(Cn1ncc(Cl)c(Cl)c1=O)NC1CCCCC1	-2	-1.3	1	-96	4	-4	-17	-18	-24	17
COc1ccc(-c2cc(=O)c3c(O)cc(O)cc3o2)cc1	4	-2.2	-17	112*	9	-10	33	-17	64*	-33
Cc1nc(N2CCN(Cc3ccccc3)CC2)nc2c1CCC2	2	-0.1	.	3	-3	-6	-9	17	-2	9
CS(=O)(=O)N(CC(=O)NCc1ccccc1)C1CCCCC1	2	-0.7	5	2	1	-5	.	-13	.	.
COc1ccc2[nH]c3c(c2c1)CCN1C(=O)C(CC(=O)NCc2ccco2)C[C@H](C(=O)N2CCOCC2)[C@@]31C (stereo partly drawn)	3	0.1	-3	0	-2	-7	-19	4	-3	19
COCCN=C1N[C@@H](c2ccc(Br)cc2)C(C(=O)OC)=C(C)N1Cc1ccccc1	5	-0.3	15	3	-1	-3	-8	6	-2	8
C=CCn1c(CCSCc2ccccc2)n[nH]c1=S	7	0.5	-5	16	-4	-4	.	-5	3	.
Cc1cc(C)cc(NC(=O)CSc2nc3c(oc4ccccc43)c(=O)n2-c2ccccc2)c1	5	-1.0	4	-7	-4	11	43	-3	-1	-43
COc1ccc(-c2[nH]ncc2[C@@H]2C[C@H]3CN(Cc4ccccc4C)C(=O)[C@]34CCCN24)cc1	-2	-0.7	.	-20	-1	-9	6	-15	-2	-6
CCn1c(=O)cc(OCC(=O)Nc2ccc(C)cn2)c2ccccc21	5	1.8	8	-7	0	-11	-19	-17	.	19
CC(C)n1nccc1NC(=O)COC(=O)c1ccc(NC(N)=O)cc1	1	1.2	1	-18	-5	4	-19	-12	-6	19
CC(C)(C)n1nnnc1C(c1cccs1)N1CCN(Cc2ccccc2)CC1 (stereo not drawn)	-6	7.3	0	-1	4	-6	18	6	-3	-18
c1coc(C2OCC3(CO2)COC(c2ccco2)OC3)c1 (stereo not drawn)	-4	0.8	-3	.	12	-4	-14	-13	2	14
CC(C)CNC(=O)NC(=O)COC(=O)C1CSC2(c3ccc(F)cc3)CCC(=O)N12 (stereo not drawn)	-1	2.7	2	3	0	-5	-17	8	-9	17
O=C1CCc2cc(NS(=O)(=O)c3ccc([N+](=O)[O-])cc3)cc3c2N1CCC3	2	2.2	-2	-4	11	0	-27	-13	2	27

The list goes on.
SMILES	HTR5A ag ctr	CDK5 p35 inh	Rtt109 HAT inh	MITF act	RTF Ca sens act	dFosB act	SR-BI DiI inh	PvdQ inh	Wnt act	SR-BI uptake up
COc1ccc2[nH]c(=O)c(CN(CCO)S(=O)(=O)c3ccc(C)cc3)cc2c1	4	0.8	3	7	-3	3	2	-10	-1	-2
O=C(CN1CCCCC1)Nc1ccc(NC(=O)c2ccc(Cl)cc2)cc1Cl	5	-0.8	-6	.	1	-17	14	9	.	-14
COc1ccc([N+](=O)[O-])cc1NC(=O)C(C)Sc1ccccc1 (stereo not drawn)	3	-1.2	6	-2	2	0	65	-7	-6	-65
S=C(Nc1ccc(Cl)cc1)NC1CC2CCCC(C1)N2C1CC1 (stereo not drawn)	2	2.3	-2	-5	5	-2	3	-11	-1	-3
COc1ccc(S(=O)(=O)N(C)Cc2ccc3c(c2)OCCO3)cc1	1	-0.4	13	14	0	-11	3	-13	0	-3
CC(C)(C)OC(=O)CC[C@@H](C(=O)N1CCN(C(=O)OC(C)(C)C)CC1)n1cc(C(Cc2ccc(O)cc2)NC(=O)OC(C)(C)C)nn1 (stereo partly drawn)	0	-1.5	8	-9	-2	-11	-1	-11	0	1
CN=Cc1sc2ccccc2c1O	5	0.3	-7	-11	1	0	-31	7	-1	31
COc1ccccc1NC(=O)CSc1nc2[nH]ncc2c(=O)[nH]1	-8	-2.3	-5	-1	12	0	-4	-14	2	4
COC(=O)c1cc(C(C)=O)n2ccccc12	-1	-0.8	0	2	-1	-7	-10	-8	.	10
O=C(c1cc(-c2ccccc2Cl)nc2ccc(Br)cc12)N1CCN(c2ccccn2)CC1	2	0.9	-6	-31	3	-6	24	-9	-4	-24
O=C1NCCN(CC2CCN(CCC3CCCC3)CC2)C1=O	-5	0.1	6	-13	-3	5	13	3	-1	-13
CCCN(CCC)CC(=O)NCC1(c2ccccc2)CCOCC1	3	-1.4	.	.	8	-12	-22	0	1	22
CC(O)(CS(=O)(=O)Cc1ccccc1Cl)C(=O)Nc1cccc(C(F)(F)F)c1 (stereo not drawn)	2	1.1	-1	-6	-6	-2	2	-25	.	-2
CCn1c(SCC(=O)NC2=NCCS2)nnc1C(C)NC(=O)c1ccccc1F (stereo not drawn)	4	1.2	11	8	-3	3	-23	8	0	23
O=C(CSCc1ccccc1Br)Nc1ccccc1	1	-1.8	-4	.	-9	-6	-9	-3	1	9
CN=c1scc(-c2ccccc2F)n1/N=C/c1ccc[nH]1	1	-0.7	33	-90	1	-2	65	-4	-9	-65
COC(=O)c1nn(-c2ccc(OC)cc2)c(=O)cc1Oc1cccc(Cl)c1	0	1.2	-6	-5	-1	-4	-23	-10	-5	23
Cc1cc(NS(=O)(=O)c2ccc(NC(=O)Nc3cccc(Cl)c3)cc2)no1	3	-0.5	-9	.	-3	0	-1	-8	-7	1
